NLRP3 yeast inh: blocks the NALP3 inflammasome reconstituted in yeast; Yeast reconstituted NLRP3/ASC/caspase-1, beta-gal luminescence, 24 h; inhibition, % at 10 µM; 330,000 compounds, 0.39% hits;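 active means inhibition of 50% or more; inactive means inhibition below 50%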;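 further: plate controls were induced DMSO wells for no effect and uninduced yeast grown without galactose for full effect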
hIAP inh: blocks human intestinal alkaline phosphatase. 330,000 compounds, 0.12% hits. purified IAP, CDP-Star luminescence, 30 min. inhibition, % at 10 µM. P09923;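 active means inhibition reaching a set limit with compound at 10 µM in the primary screen, cut at about 35% in these data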;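 further: plate controls were DMSO wells with enzyme for no effect and no-enzyme buffer wells for full effect; values of inactives mirror those of a sister screen read the other way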
TIM10 inh: growth inhibitors of TIM10 yeast strain | inhibition, % at 10 µM | 330,000 compounds, 1.4% hits | S. cerevisiae TIM10 strain growth, BacTiter-Glo luminescence, 24 h;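 active means inhibition of 40% or more at the single tested concentration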;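 further: wild-type TIM10 isogenic control strain grown at permissive 25 °C; 0% = DMSO yeast wells and 100% = minimal medium wells without yeast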
mIAP inh: blocks mouse intestinal alkaline phosphatase | purified mouse IAP, CDP-Star luminescence, 30 min | inhibition, % at 10 µM | 330,000 compounds, 0.2% hits;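 active means inhibition of at least 40% at 10 µM in the primary screen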;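 further: plate controls were DMSO with enzyme for no effect and no enzyme wells for full effect; values of inactives mirror those of a sister screen read the other way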
mIAP act: increases mouse intestinal alkaline phosphatase activity; activation factor at 10 µM; 330,000 compounds, 0.24% hits; AID 2805; muIAP, CDP-Star luminescence, 30 min; stronger effect = higher value; 1 = vehicle-only enzyme signal, 0 = enzyme-free wells;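 active means activation factor of at least 2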; further: the source names both 10 and 20 µM as test concentration; values of inactives mirror those of a sister screen read the other way
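System: mouse IAP enzyme. Reagent: CDP-Star chemiluminescent phosphatase substrate. Benchmarks: DMSO wells, no-enzyme wells. Times: 30 min enzyme-substrate-compound incubation at room temperature. Detection: luminescence from enzymatic CDP-Star hydrolysis. Doses: test compounds delivered from DMSO solution.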
hIAP act: human IAP activation | 330,000 compounds, 0.16% hits | purified human IAP, CDP-Star luminescence, 30 min; stronger effect = higher value; 1 = vehicle-only enzyme, 0 = enzyme-free background | AID 2524 | activation factor at 10 µM | P09923;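 active means activation factor of the enzyme at least 2-fold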; further: the source names both 10 and 20 µM as test concentration; values of inactives mirror those of a sister screen read the other way
tim10-1 inh: tim10-1 yeast growth inhibition | S. cerevisiae tim10-1 ts strain growth, BacTiter-Glo, 24 h | inhibition, % at 20 µM | 330,000 compounds, 2.2% hits | AID 463190;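 active means inhibition of at least 40%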;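 further: mutant grown at 25 °C; 0% = DMSO wells with yeast and 100% = wells holding no yeast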
ATG4B inhibitor: ATG4B (human) cysteine protease inhibition | ATG4B cleavage of LC3-PLA2, NBD-HPC fluorescence, 1 h | inhibition, % at 8.33 µM | 340,000 compounds, 0.51% hits | AID 504462; in the data active means inhibition above about 40%
Apaf-1 inh: inhibitors of human Apaf-1 apoptosome; 330,000 compounds, 0.71% hits; reconstituted apoptosome caspase-3 activity, DEVD-Rh110 fluorescence; O14727; AID 489030; inhibition, % at 20 µM; active means inhibition of at least 40% at 20 µM;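 further: plate controls were DMSO wells for no effect and DEVD-CHO caspase inhibitor wells for full effect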
Target sequence (O14727 whole entry, looked up): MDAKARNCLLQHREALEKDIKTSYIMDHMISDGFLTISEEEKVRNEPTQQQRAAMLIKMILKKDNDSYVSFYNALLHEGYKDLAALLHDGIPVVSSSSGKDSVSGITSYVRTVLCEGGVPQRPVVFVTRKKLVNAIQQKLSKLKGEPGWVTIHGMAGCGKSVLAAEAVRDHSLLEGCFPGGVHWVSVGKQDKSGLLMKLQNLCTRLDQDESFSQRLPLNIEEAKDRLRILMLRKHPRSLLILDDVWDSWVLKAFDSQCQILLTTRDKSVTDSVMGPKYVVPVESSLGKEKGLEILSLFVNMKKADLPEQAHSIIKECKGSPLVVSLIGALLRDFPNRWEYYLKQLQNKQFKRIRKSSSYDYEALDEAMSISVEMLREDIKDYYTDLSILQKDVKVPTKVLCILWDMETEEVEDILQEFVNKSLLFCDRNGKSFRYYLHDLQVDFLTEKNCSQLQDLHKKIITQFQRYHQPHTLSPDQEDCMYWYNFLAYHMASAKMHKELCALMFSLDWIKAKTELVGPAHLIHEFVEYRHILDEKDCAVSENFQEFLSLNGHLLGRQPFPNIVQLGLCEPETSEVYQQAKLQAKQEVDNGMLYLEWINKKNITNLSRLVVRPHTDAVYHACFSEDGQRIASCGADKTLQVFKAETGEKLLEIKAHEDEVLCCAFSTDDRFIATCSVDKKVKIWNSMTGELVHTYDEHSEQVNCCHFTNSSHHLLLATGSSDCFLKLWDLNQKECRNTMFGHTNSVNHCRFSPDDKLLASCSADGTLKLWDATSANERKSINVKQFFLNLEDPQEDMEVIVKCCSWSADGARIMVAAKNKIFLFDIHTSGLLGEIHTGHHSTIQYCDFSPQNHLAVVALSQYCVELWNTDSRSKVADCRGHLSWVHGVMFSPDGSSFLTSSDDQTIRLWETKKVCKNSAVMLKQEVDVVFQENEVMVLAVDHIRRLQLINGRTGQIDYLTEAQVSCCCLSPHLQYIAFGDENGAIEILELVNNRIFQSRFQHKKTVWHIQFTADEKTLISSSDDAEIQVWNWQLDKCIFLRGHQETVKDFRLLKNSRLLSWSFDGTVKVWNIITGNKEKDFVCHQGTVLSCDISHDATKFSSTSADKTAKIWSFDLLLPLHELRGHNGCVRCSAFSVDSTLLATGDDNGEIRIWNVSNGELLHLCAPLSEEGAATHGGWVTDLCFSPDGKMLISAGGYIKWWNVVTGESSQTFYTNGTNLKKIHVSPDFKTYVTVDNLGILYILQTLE
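Material: cell-free apoptosome with Apaf-1, procaspase-3 and caspase-9; Buffer or medium: Hepes pH 7.5 with detergent and BSA; Reagent: cytochrome c trigger plus (Z-DEVD)2-Rh110 caspase-3 substrate; Times: compound with Apaf-1, dATP, procaspase-3 30 min, then 50 min reaction, room temperature; Technique: Rh110 fluorescence intensity.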
Starred values were filed as active, the others as inactive. An unsorted share of the library; 4.5% or so of the library scored in one or more.

SMILES | NLRP3 yeast inh | hIAP inh | TIM10 inh | mIAP inh | mIAP act | hIAP act | tim10-1 inh | ATG4B inhibitor | Apaf-1 inh
COc1ccc(-c2ccc3oc(-c4ccsc4)cc(=O)c3c2)cc1F | 9.7 | 0.1 | -4.1 | -1.3 | 1.01 | 0.999 | 4.5 | 5.4 | 15.7
CCc1nc2c(cnn2-c2ccc(Cl)cc2)c(=O)n1-c1ccc2c(c1)OCCO2 | 8.0 | -1.5 | 9.1 | -8.2 | 1.08 | 1.01 | 13.5 | -11.3 | 15.7
CCOc1ccc(CC(=O)Nc2c(C(N)=O)oc3ccccc23)cc1OCC | 12.1 | -14.9 | -27.7 | 5.8 | 0.942 | 1.15 | 4.7 | -12.7 | 11.9
Cc1ccc(N2CC(=O)Nc3c(sc4nc(C)cc(C)c34)C2=O)cc1 | -5.7 | 10.3 | 4.3 | 4.3 | 0.957 | 0.897 | 6.9 | -4.8 | -1.3
CCOC(=O)/C(C#N)=C1/SC(C)C(=O)N1c1ccc(Br)cc1 (centres undefined) | 2.8 | 10.0 | 13.2 | 7.5 | 0.925 | 0.9 | 31.7 | 0.1 | 6.2
NC(=O)NCCCC(=O)OCC(=O)c1ccc2ccccc2c1 | 16.0 | -14.9 | 14.5 | -2.5 | 1.02 | 1.15 | -12.9 | 19.1 | 7.4
COc1cccc(C(=O)Nc2ncc3c(n2)CC(C)(C)CC3=O)c1 | -1.4 | 8.0 | 2.2 | 7.1 | 0.929 | 0.92 | -5.1 | -1.4 | 0.1
COc1cc2c(cc1OC)CN(C(=O)CCNC(=O)c1ccccc1Cl)CC2 | 12.8 | -1.9 | 2.7 | -0.6 | 1.01 | 1.02 | -16.9 | -1.6 | -3.4
CCN1CCN(c2c(Cl)cccc2NC(=O)c2ccco2)CC1 | 8.6 | -1.7 | 1.1 | -5.3 | 1.05 | 1.02 | -9.1 | 24.4 | -1.9
COc1ccc(-c2nc(CSCC(=O)N3CCN(c4cccc(C)c4)C(C)C3)c(C)o2)cc1OC (centres undefined) | 11.0 | 15.6 | 11.2 | -2.3 | 1.02 | 0.844 | 9.5 | -8.6 | 20.8
CCCCNC(=O)COC(=O)c1cc(C)nc2ccccc12 | 6.2 | -8.6 | 11.0 | 22.1 | 0.778 | 1.09 | 7.8 | -7.9 | 3.0
COc1ccc(OC)c(S(=O)(=O)ON2C(=O)c3ccccc3C2=O)c1 | 11.4 | -1.2 | -0.6 | -3.1 | 1.03 | 1.01 | 13.4 | 14.1 | -7.8
CC(=O)N(C(C)=O)n1c(/C=C/c2cccc([N+](=O)[O-])c2)nc2ccccc2c1=O | 8.1 | 7.8 | -9.1 | 4.5 | 0.955 | 0.922 | 13.6 | -1.6 | 0.3
Cc1ccc(Nc2nc(-c3cccnc3)cs2)cc1C | 7.6 | -1.7 | 31.0 | -0.6 | 1.01 | 1.02 | 10.0 | -9.3 | 15.2
COc1ccc(C(=O)C2CCCN(C(=O)c3noc4c3CCCC4)C2)c(C)c1 (centres undefined) | 13.8 | -14.9 | -11.0 | -10.8 | 1.11 | 1.15 | 29.0 | -2.7 | 14.8
Cc1ccc(NC(=O)COC(=O)C2(CC(=O)NC(C)(C)C)CCCC2)cc1C | 7.7 | -4.8 | -1.0 | -37.5 | 1.38 | 1.05 | 26.3 | -12.3 | 20.3
CCOC(=O)N1CCN(C(=O)C2CCN(S(=O)(=O)c3cc(Cl)ccc3Cl)CC2)CC1 | 28.5 | -13.7 | -17.0 | -5.1 | 1.05 | 1.14 | -8.1 | -9.1 | 10.8
CCOC(=O)N1CCN(S(=O)(=O)c2ccc(OC)c(Cl)c2Cl)CC1 | 30.4 | 5.8 | 10.3 | 30.0 | 0.7 | 0.942 | 28.9 | -2.5 | 14.5
COCCCNc1nc2ccccc2nc1NS(=O)(=O)c1ccc(C)cc1 | -5.3 | 8.1 | 10.9 | -4.3 | 1.04 | 0.919 | 21.9 | -0.1 | -17.6
O=C(CNC(=O)c1ccccc1Cl)N/N=C/c1ccc([N+](=O)[O-])s1 | -1.2 | 7.2 | 29.8 | 26.0 | 0.74 | 0.928 | 37.3 | -8.6 | -3.2

As entered above:
Reading for COc1ccc(C(=O)C2CCCN(C(=O)c3noc4c3CCCC4)C2)c(C)c1 (centres undefined) under TIM10 inh: -11.0
Reading for O=C(CNC(=O)c1ccccc1Cl)N/N=C/c1ccc([N+](=O)[O-])s1 under TIM10 inh: 29.8

New compounds follow.
SMILES | NLRP3 yeast inh | hIAP inh | TIM10 inh | mIAP inh | mIAP act | hIAP act | tim10-1 inh | ATG4B inhibitor | Apaf-1 inh
CCC[C@@H](O)c1cc2cc(OC)c(OC)cc2c(=O)o1 | -2.8 | 0.5 | -1.5 | -1.8 | 1.02 | 0.995 | 3.7 | 0.8 | -5.7
CCOC(=O)N1CCN(c2c(N3CCN(c4cc(C)ccc4C)CC3)c(=O)c2=O)CC1 | 21.1 | 9.8 | -5.5 | 5.2 | 0.948 | 0.902 | 6.9 | 1.6 | 10.1
O=C(NN1CCOCC1)c1cc(-c2ccc(Br)s2)nc2ccccc12 | -2.2 | 0.0 | -14.1 | -2.4 | 1.02 | 1 | 7.5 | -4.2 | -19.5
CN(CCc1ccccn1)C1CCCN(S(=O)(=O)c2ccccc2)C1 (centres undefined) | -0.3 | 0.2 | 6.9 | -5.1 | 1.05 | 0.998 | 1.1 | 2.9 | 2.4
Cc1noc(C)c1COc1ccc(C(=O)OCC(=O)Nc2c(C)n(C)n(-c3ccccc3)c2=O)cc1 | -13.5 | -9.6 | 8.8 | 0.0 | 1 | 1.1 | 11.6 | -10.6 | -7.8
Cc1cc(=O)n2nc(N3CCC(C(=O)N4CCN(C)CC4)CC3)sc2n1 | -3.1 | 10.5 | -9.4 | -5.5 | 1.05 | 0.895 | 5.5 | 4.6 | 5.5
COc1ccc(/C=C(\NC(=O)c2ccccc2)C(=O)OCC2CCCN3CCCCC23)cc1OC (centres undefined) | -0.4 | 1.6 | -2.2 | 9.5 | 0.905 | 0.984 | -4.6 | 9.7 | -6.7
CCOc1ccc(NS(=O)(=O)c2ccc3c(c2)CCN3C(=O)CCC(=O)O)cc1 | -4.0 | -2.5 | 1.4 | -7.1 | 1.07 | 1.02 | 13.8 | -2.6 | 8.2
Cc1cc(C(=O)NC2CCCc3c2cnn3-c2cccc(C)c2C)no1 (centres undefined) | 18.9 | -5.7 | 5.9 | 2.2 | 0.978 | 1.06 | 12.0 | -6.2 | 5.4
CO/N=C/C(C#N)=C/c1cc(C(=O)c2ccccc2)cn1C | 5.6 | -19.0 | -19.5 | 8.3 | 0.917 | 1.19 | 3.9 | -0.4 | 4.6
O=C(Cn1c(=O)oc2ccc(Cl)cc21)NC1CCCCC1 | 0.4 | -12.5 | 5.8 | -10.8 | 1.11 | 1.12 | -1.4 | 1.6 | 10.8
COc1cc2c(cc1OC)CN(C(=S)Nc1ccccc1Cl)CC2 | -9.9 | -3.4 | 17.2 | -10.0 | 1.1 | 1.03 | 21.4 | -21.3 | 5.6
OCC[C@H]1C[C@@H](O)[C@H](O)[C@]2(OCc3ccccc32)O1 | -3.7 | 2.8 | 0.8 | -5.0 | 1.05 | 0.972 | 4.7 | -10.2 | -4.6
CNC(=O)c1[nH]cnc1C(=O)Nc1cccc(C)c1 | 31.7 | -45.9 | 5.8 | 12.2 | 0.878 | 1.46 | -8.7 | -15.2 | -4.7
COc1ccc(-c2cc(C(=O)NN)n(-c3ccccc3)n2)cc1 | 6.0 | -0.1 | 4.0 | 7.1 | 0.929 | 1 | 9.8 | 9.4 | 12.3
O=C(NCC(=O)N1CC=C(c2ccccc2)CC1)c1ccc(OC(F)F)cc1 | 23.1 | -8.1 | -0.6 | 0.7 | 0.993 | 1.08 | -3.1 | -0.6 | -1.3
Cc1ccc(S(=O)(=O)NCCC(c2ccccc2)c2ccco2)cc1 (centres undefined) | -0.9 | 14.4 | -8.0 | -30.9 | 1.31 | 0.856 | -18.6 | 1.5 | 26.0
CCOC(=O)N1CCC(N2CCCC(CO)(Cc3cccc(Cl)c3)C2)CC1 (centres undefined) | 6.7 | 11.8 | -2.8 | -4.8 | 1.05 | 0.882 | -11.1 | -2.1 | 5.5
COc1ccccc1NC(=S)NC(=O)C(C)C | 6.3 | -10.7 | -19.6 | -6.4 | 1.06 | 1.11 | -31.3 | -6.1 | -7.4
CCCc1[nH]nc2c1C(c1cccnc1)C(C#N)=C(N)O2 (centres undefined) | 8.2 | -1.9 | 4.6 | 7.4 | 0.926 | 1.02 | -6.9 | -13.4 | -3.5
O=C(CN1CCCC1)NC1C2CC3CC(C2)CC1C3 (centres undefined) | 1.0 | -0.4 | 6.9 | -1.2 | 1.01 | 1 | 11.2 | -1.4 | 1.7
COC(=O)c1cn(CCOc2ccccc2F)c2ccccc12 | 26.3 | -19.0 | -11.9 | -4.7 | 1.05 | 1.19 | 29.5 | 1.7 | 6.3
Cc1cc2occ(CC(=O)N(CCC(C)C)c3c(N)n(Cc4ccccc4)c(=O)[nH]c3=O)c2cc1C | 17.1 | -29.6 | 3.2 | 1.9 | 0.981 | 1.3 | 22.9 | -4.0 | 17.0
COc1ccccc1C(=O)Nc1ccc(N2CCN(S(C)(=O)=O)CC2)cc1 | 4.5 | 10.7 | 11.5 | 3.0 | 0.97 | 0.893 | 17.9 | -13.3 | -3.9
O=C(c1ccc(CNc2c(N3CCOCC3)c(=O)c2=O)cc1)N1CC=C(c2ccccc2)CC1 | 0.5 | 13.8 | -7.5 | -4.7 | 1.05 | 0.862 | -3.5 | -14.9 | 11.3
CCOc1ccccc1N1CC(O)=C(c2nc3ccccc3s2)C1=N | 13.2 | -19.8 | 3.0 | -1.8 | 1.02 | 1.2 | 0.0 | 30.7 | 16.3
COc1cc(/C=C/C(=O)OCC(=O)NC2CCS(=O)(=O)C2)ccc1OC(F)F (centres undefined) | 6.2 | 0.1 | -1.0 | -1.9 | 1.02 | 0.999 | -1.7 | -8.2 | -19.8
CC(C)c1cc(NC(=O)C(C)(C)C)cc(C(C)C)c1O | -5.6 | 5.5 | 12.6 | 4.7 | 0.953 | 0.945 | 17.9 | -8.4 | -3.9
O=c1c2ccccc2nc(/C=C/c2ccc(Cl)cc2)n1CCO | 24.6 | 9.5 | -24.4 | 5.3 | 0.947 | 0.905 | 19.0 | -11.1 | 14.3
COC(=O)c1n[nH]c2ccccc12 | 18.2 | 13.1 | 2.2 | -1.2 | 1.01 | 0.869 | 3.1 | -3.4 | -1.9
CC(C)CN(c1ccccc1)S(=O)(=O)c1nnc(NC(=O)c2ccco2)s1 | -3.8 | -15.5 | 28.3 | 12.3 | 0.877 | 1.16 | 20.1 | 3.7 | 21.3
Cn1c2c(c(=O)n(C)c1=O)C(c1ccc(F)cc1)C(C#N)=C(N)O2 (centres undefined) | -14.1 | 2.9 | 16.1 | -2.3 | 1.02 | 0.971 | 3.1 | -6.5 | 2.5
Cc1ccc(S(=O)(=O)NCCC(c2ccccc2)c2ccccc2)cc1C(=O)O | 6.3 | -21.4 | -7.7 | -12.4 | 1.12 | 1.21 | 25.2 | -7.8 | 7.0
CN1C(=O)Cc2cc(S(=O)(=O)NCc3cccs3)ccc21 | 3.9 | -8.4 | -15.4 | -11.7 | 1.12 | 1.08 | 15.1 | -10.9 | 3.5

Compound activity: PubChem BioAssay, Sanford-Burnham Center for Chemical Genomics
